Assay outcomes: PubChem BioAssay, several laboratories
L929 necroptosis – blocks zVAD induced death of L929 cells | 220,000 tested, 0.38% active | viability rescue, % at 10 µM | L929 zVAD necroptosis rescue, ATP luminescence, 24 h; with zVAD 60 µM | AID 1377;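 active = activation, scaled between plate controls, above about 75%, limit read from the data; inactive = activation under that limit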;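 note: 0% = zVAD with DMSO and 100% = DMSO alone without zVAD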
Thrombin inh – inhibitors of human thrombin | P00734 | alpha-thrombin, Boc-VPR-AMC fluorogenic substrate cleavage | inhibition, % at 5 µM | 220,000 tested, 0.26% active | AID 1046;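 active = inhibition at or above 40%; inactive = inhibition below 40%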;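 note: 0% = enzyme with no compound and 100% = wells without enzyme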
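Material: Human alpha-thrombin protein | Buffer or medium: pH 7.5 Tris-saline with Tween 20 | Reagent: Boc-VPR-AMC substrate, 15 µM final | Schedule: Reaction at ambient temperature | Detection: AMC fluorescence at 355 nm excitation and 460 nm emission | Evaluation: Percent inhibition scaled between no-compound controls and no-enzyme blanks | Controls: no-compound enzyme wells and no-enzyme blanks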
FXIIa inh 1536 – blocks human coagulation factor XIIa protease activity; AID 800; P00748; purified FXIIa, Boc-QGR-AMC fluorogenic substrate, 2 h; 220,000 tested, 0.3% active; inhibition, % at 5 µM; in the data active = inhibition above about 40%;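 note: 0% = enzyme with no compound and 100% = blank without enzyme; many of its hits are not listed in these tables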
Target sequence (P00748 20-372 limits assumed): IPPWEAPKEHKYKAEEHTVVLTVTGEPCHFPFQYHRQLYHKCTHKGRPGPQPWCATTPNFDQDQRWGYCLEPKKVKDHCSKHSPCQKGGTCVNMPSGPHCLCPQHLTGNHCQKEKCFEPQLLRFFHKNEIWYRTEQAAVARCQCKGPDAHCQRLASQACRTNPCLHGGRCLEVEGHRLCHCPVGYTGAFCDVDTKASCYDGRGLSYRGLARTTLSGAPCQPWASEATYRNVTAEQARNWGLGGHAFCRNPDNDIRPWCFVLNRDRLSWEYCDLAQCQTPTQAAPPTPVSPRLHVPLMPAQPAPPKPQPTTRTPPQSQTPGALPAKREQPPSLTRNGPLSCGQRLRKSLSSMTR
Target sequence (P00748 373-615 limits assumed): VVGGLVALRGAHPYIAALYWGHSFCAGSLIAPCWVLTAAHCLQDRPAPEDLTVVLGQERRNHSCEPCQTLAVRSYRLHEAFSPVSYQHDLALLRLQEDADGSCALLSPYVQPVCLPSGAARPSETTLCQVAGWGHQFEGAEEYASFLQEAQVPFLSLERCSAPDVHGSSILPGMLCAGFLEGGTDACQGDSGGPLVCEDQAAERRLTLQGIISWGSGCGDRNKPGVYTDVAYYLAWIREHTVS
hK5 inh – inhibitors of human kallikrein 5; recombinant hK5, fluorogenic AMC substrate cleavage; inhibition, % at 5 µM; AID 873; 210,000 tested, 0.59% active; Q9Y337;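 active = inhibition of 40% or more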;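 note: 0% = enzyme controls without compound and 100% = no-enzyme blanks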
Target sequence (Q9Y337 67-293 limits assumed): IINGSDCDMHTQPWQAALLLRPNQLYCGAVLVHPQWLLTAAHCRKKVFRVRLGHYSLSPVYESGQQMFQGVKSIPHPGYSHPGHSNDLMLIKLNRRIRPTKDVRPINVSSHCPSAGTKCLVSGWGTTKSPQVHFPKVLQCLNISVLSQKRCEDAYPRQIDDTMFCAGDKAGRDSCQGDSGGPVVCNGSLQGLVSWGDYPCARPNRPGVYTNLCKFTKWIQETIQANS
TNF death inh – TNF-alpha cell death inhibition in Jurkat FADD-/- cells; Jurkat FADD-/- TNF necroptosis rescue, ATP luminescence, 24 h; 0 = TNF only, 100 = no-TNF cells; activation (protection from cell death), % at 10 µM; 220,000 tested, 0.068% active; AID 463075;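 active = activation, meaning protection from cell death, of at least 50% relative to plate controls; inactive = activation below 50%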;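 note: necroptosis triggered by 40 ng/mL TNF-alpha added together with compound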
Rad51 HR inh – Rad51 (human) homologous recombination inhibition; hRad51 DNA strand exchange, fluorescence dequenching; 200,000 tested, 0.085% active; AID 1385; inhibition, % at 10 µM; Q06609;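 active = inhibition above 40% at the single screening dose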;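 note: 0% = DMSO control wells and 100% = blanks with heterologous ssDNA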
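Test system: preformed human Rad51 ssDNA filaments. Compound dosing: single dose, 10 µM final compound. Incubation: filaments 15 min 37 °C, then compound 30 min. Technique: FRET fluorescence dequenching, excitation 485 nm, emission 520 nm. Read-out basis: percent inhibition from fluorescence, normalised to plate control and blank means. Benchmarks: plate controls and plate blanks.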
FXIa inh 1536 – inhibitors of human coagulation factor XIa. P03951. inhibition, % at 5 µM. purified FXIa, Boc-Glu-Ala-Arg-AMC fluorogenic substrate. 220,000 tested, 0.14% active;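 active = inhibition of at least 40%; inactive = inhibition below 40%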;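 note: fluorescence of freed AMC excited at 355 nm; 0% = enzyme without compound and 100% = no enzyme blank; many of its hits are not listed in these tables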
Cl transport mod – modulates chloride dependent transport by human KCC2. KCC2 cells, thallium flux FluoZin-2 fluorescence. Q9H2X9. AID 1456. 190,000 tested, 2.2% active. B-score of Tl+ flux slope (higher = more flux/activation; lower = inhibition) at 10 µM;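 active = thallium flux slope and its plate-corrected score both differing from the plate sample mean at a set confidence after two filtering rounds, in either direction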;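 note: slope of fluorescence scaled to starting intensity during 10 to 20 s after thallium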
Hck Nef HTS – inhibitors of human Hck kinase activated by Nef. P08631. Recombinant Hck-YEEI plus Nef, Z-Lyte FRET kinase assay. inhibition, % at 20 µM. 220,000 tested, 0.68% active;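 active = Hck-Nef kinase inhibition above about 50%, limit read from the data; inactive = inhibition below that limit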;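 note: 0% = DMSO with Hck plus Nef and 100% = Hck alone without Nef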
An asterisk follows results filed as active; x = not tested or not shown.

SMILES	L929 necroptosis	Thrombin inh	FXIIa inh 1536	hK5 inh	TNF death inh	Rad51 HR inh	FXIa inh 1536	Cl transport mod	Hck Nef HTS
OCCN1CCN(Cc2nc(-c3cccc(Cl)c3)no2)CC1	-0.7	-7	5	x	0.0	4	-3	-0.84	3
Cc1cc(C)cc(NC(=O)Nc2ccc3ccccc3n2)c1	0.0	-1	5	3	1.4	8	2	-0.64	8
CC/C(Cc1ccccc1)=N/NC(=O)CCn1nnc2ccccc21	3.4	7	9	-10	0.6	-3	-3	-0.034	25
O=C(COc1ccc(-c2nnco2)cc1)N1CCN(S(=O)(=O)c2ccc3ccccc3c2)CC1	0.1	-1	-1	-16	-0.5	1	-7	-0.57	2
CC(NC(=O)C(=O)NCC1CCCO1)c1ccccc1 (stereo not drawn)	2.3	-4	-1	-3	0.7	5	-5	-0.011	18
CCCc1cc(C(=O)OC)c(NC(=O)c2cc(C)on2)s1	x	-3	4	-5	1.6	6	-4	-0.37	-5
Cc1cccc(N2CC(O)(c3cccs3)[N+]3=C2CCCC3)c1C (stereo not drawn)	-1.0	-6	x	-6	1.7	4	-5	-0.14	-14
CC1(C)NC(=O)N(CC(O)COc2ccc(N3C(=O)c4ccccc4C3=O)cc2)C1=O (stereo not drawn)	1.2	2	11	7	-0.7	8	-2	x	0
CCS(=O)(=O)N1CCN(C(=O)c2cccc(OC)c2)CC1	0.4	-3	17	2	0.9	8	-14	0.044	-6
COc1cccc(C(=O)Nc2cc([N+](=O)[O-])ccc2N2CCN(C)CC2)c1	1.4	6	12	4	-1.4	-10	4	x	2
CCOc1cccc(OCCOCCN2CCCC2)c1	-0.6	-13	-5	-7	1.9	-2	0	-0.019	1
CC(=O)Nc1ccc(S(=O)(=O)CCC#N)cc1	0.3	-9	5	-5	0.7	0	-4	0.51	9
Cc1ccccc1OCCCSc1nc2ccccc2[nH]1	1.2	-5	-2	3	2.1	5	-7	-1.8	1
Cn1nnc(NC(=O)/C=C/c2ccco2)n1	-0.1	-1	7	4	-1.4	3	1	0.027	14
NC(=O)c1ccsc1N	0.5	-2	7	-7	-1.3	-31	-2	0.035	5
Cc1nn(Cc2ccccc2)c(Cl)c1C(=O)OCC#N	-1.4	-14	9	-2	-2.3	-3	2	0.17	19
COc1ccc(C(=O)N2CCCC2)cc1	0.0	-2	12	-18	-2.7	-1	-1	0.75	1
COc1cccc(NC(=O)Nc2ccc(Cc3ccncc3)cc2)c1	x	-4	4	-5	2.0	x	0	-1	2
O=[N+]([O-])c1ccc(Sc2cccc[n+]2[O-])c2nonc12	-3.7	-1	5	3	-33	4	-7	8.4*	-147
CCCc1cc(=O)[nH]c(SCC(=O)Nc2ccc(Br)cc2)n1	1.8	4	11	7	2.6	4	5	1	20
CCOC(=O)N/N=C/c1c(F)cccc1F	0.5	-3	13	-6	0.3	x	5	-0.14	2
CCOc1ccc2nc(SCC(=O)Nc3ncccn3)[nH]c2c1	0.1	7	20	-11	1.3	x	5	x	2
O=C1NC(=O)C2(CCC(C(=O)O)C2)N1 (stereo not drawn)	-0.1	-2	5	-6	-0.3	-3	-5	0.44	1
Cc1nn(-c2ccc(F)cc2)c(C)c1NS(=O)(=O)c1ccc(Cl)cc1	0.0	26	-3	-19	4.7	0	-18	-4.6*	1
CN(NC(=O)NN)c1ncc(C(F)(F)F)cc1Cl	0.4	-2	1	4	-3.4	2	-8	x	2
(continued)
SMILES	L929 necroptosis	Thrombin inh	FXIIa inh 1536	hK5 inh	TNF death inh	Rad51 HR inh	FXIa inh 1536	Cl transport mod	Hck Nef HTS
COCCN(CCOC)S(=O)(=O)c1ccc(Cl)nc1	0.7	-6	5	-4	0.6	3	1	-0.48	17
O=C(c1cccc2ccccc12)n1nnc2ccccc21	-0.2	x	x	x	-18	-6	x	1.2	7
CN(C)CCNC(=O)c1ccccc1	0.5	-5	-13	0	-0.2	2	-9	x	-1
CCC(C(=O)OCC(=O)Nc1ccccc1-c1ccccc1)c1ccccc1 (stereo not drawn)	x	-1	14	-6	2.6	-35	8	-0.072	9
Cc1nccn1-c1ncnc2sc3c(c12)CCCC3	-0.2	-4	9	2	-0.8	-5	2	x	-1
COC(=O)CCCNC(=O)c1ccc(OC2CCN(CCc3ccccc3)CC2)cc1	1.0	-15	5	1	1.5	2	-4	x	16
CCOc1ccccc1CNCc1ccc(C(=O)O)cc1	1.7	-5	-5	-10	1.7	32	-4	1.2	-20
COc1ccc2c(c1)CCc1c(C(=O)NCCCn3ccnc3)noc1-2	37	-2	32	1	-0.4	-3	3	x	0
Oc1c(Br)cc2oc3c(c2c1CNCc1ccccc1)CCCC3	-0.3	4	6	-16	0.4	0	4	1.3	3
COc1ccc(OC)c(NC(=S)N2CCc3ccccc3C2)c1	0.7	0	0	-10	1.2	-1	0	-0.21	14
CC(=O)Nc1ccc2c(c1)C(=O)N(c1cccc(C)c1)C2=O	0.0	0	11	0	2.2	14	0	x	20
CCC(CC)C(=O)NCCNC(=O)C(CC)CC	-0.8	4	12	2	-1.5	-4	2	0.74	-3
CCn1ncc(/C=C2/SC(=S)NC2=O)c1C	1.2	-2	9	-3	0.6	1	-1	x	7
CCCN1CCC(=O)N([C@H](CSc2ccc(Br)cc2)Cc2ccccc2)CC1	-0.7	-6	5	-1	3.7	-7	-3	-2	20
Cc1cc(N2CCC(C)CC2)nc(NCc2ccccc2)n1	x	-2	-3	-3	-13	x	-8	0.4	4
CCc1ccc(C2=NN(CCC(=O)NC3CC3)C(=O)CC2)cc1	1.5	-8	2	-31	2.0	x	-3	-0.97	0
CNC(=O)C(NC(=O)c1ccccc1)=C(C)C	0.3	2	6	1	4.2	4	0	0.055	10
Cc1ccc(-c2cc(C(=O)N3CCCC3)no2)cc1	0.8	3	14	-6	-2.0	-6	10	0.15	6
Clc1ccc(-c2ccc(/C=N/Nc3nncc(-c4ccccc4)n3)o2)cc1	-0.5	4	16	-10	-0.7	6	8	0.24	-1
CCOc1cc(NC(=S)NCC2CCCO2)c(OCC)cc1NC(=O)c1ccccc1C (stereo not drawn)	0.2	3	11	-7	-2.0	2	8	x	2
C#CCn1c(=NC(=O)c2ccco2)sc2cccc(Cl)c21	0.2	-5	3	-1	1.7	x	-1	0.088	23
O=C(CSc1nnc(-c2ccco2)o1)NC1CC2CCC1C2 (stereo not drawn)	-0.1	-4	12	1	-0.9	3	-1	1.4	9
CCOC(=O)C1(Cc2ccccc2)CCN(Cc2ccc3c(c2)OCCO3)CC1	-3.2	21	22	10	1.3	6	8	x	9
O=C(NCc1ccco1)c1sc(=S)n2c1[nH]c(=O)c1ccccc12	3.5	0	7	-4	-0.2	-10	6	x	4
O=C(NCc1ccco1)/C(=C\c1ccco1)NC(=O)c1ccco1	0.2	-8	-5	-2	0.0	-2	-5	0.037	-2

Four records picked at random from those above:
SMILES	L929 necroptosis	Thrombin inh	FXIIa inh 1536	hK5 inh	TNF death inh	Rad51 HR inh	FXIa inh 1536	Cl transport mod	Hck Nef HTS
Cc1nn(-c2ccc(F)cc2)c(C)c1NS(=O)(=O)c1ccc(Cl)cc1	0.0	26	-3	-19	4.7	0	-18	-4.6*	1
COc1ccc(OC)c(NC(=S)N2CCc3ccccc3C2)c1	0.7	0	0	-10	1.2	-1	0	-0.21	14
Cc1nccn1-c1ncnc2sc3c(c12)CCCC3	-0.2	-4	9	2	-0.8	-5	2	x	-1
Cc1cccc(N2CC(O)(c3cccs3)[N+]3=C2CCCC3)c1C (stereo not drawn)	-1.0	-6	x	-6	1.7	4	-5	-0.14	-14

(cont.)
SMILES	L929 necroptosis	Thrombin inh	FXIIa inh 1536	hK5 inh	TNF death inh	Rad51 HR inh	FXIa inh 1536	Cl transport mod	Hck Nef HTS
COC(=O)c1onc(-c2c(Cl)cccc2Cl)c1C(=O)OC	0.5	-2	6	-2	1.4	10	3	x	7
COC(=O)C1=C(Nc2ccc(OC)cc2)C=C(C)C(C(=O)OC)C1c1ccc(C)cc1 (stereo not drawn)	0.0	-22	4	-3	-0.1	-1	5	-0.048	0
O=C(Oc1ccc(Cl)c2cccnc12)c1ccco1	0.4	-3	52*	-4	-11	-1	-5	x	1
C=CCc1cccc(C=Nc2ccc(Br)cc2)c1O	0.5	11	9	0	-1.2	9	-6	0.19	23
O=C(O)CCCC(=O)N(Cc1ccccc1)Cc1ccccc1	1.6	7	9	-16	2.5	-2	2	-2.2	-6
Cc1c(NC(=O)CN2C(=O)NC(C)(c3ccccc3)C2=O)c(=O)n(-c2ccccc2)n1C (stereo not drawn)	1.1	-7	8	-30	2.2	x	2	0.65	1
CCOC(=O)Cc1csc(NS(C)(=O)=O)n1	0.6	-5	-14	0	0.1	-3	-3	0.095	-11
CN(C)c1cccc(C(=O)NNC(=S)NC2CCCC2)c1	-0.8	-4	1	x	1.9	x	-1	-0.12	5
COC(=O)c1ccccc1NC(=S)NC(=O)C1CC1	0.8	12	9	-21	0.2	2	8	1.8	2
COc1cc(-c2nc(CN(C)Cc3nnc(C)o3)c(C)o2)ccc1F	4.1	-5	11	5	-0.6	-1	1	-2	25
CC(C)Nc1nc2cccnc2s1	0.8	-3	7	14	0.3	16	0	-0.022	19
COc1ccc(-c2cc(C(=O)OCC(=O)c3ccc(C)c([N+](=O)[O-])c3)c3ccccc3n2)cc1	3.1	-6	1	-9	0.3	4	5	-0.87	4
O=C(CC1C(=O)NCCN1Cc1ccc(F)c(F)c1)NCCCn1ccnc1 (stereo not drawn)	5.1	-3	13	-4	-0.5	4	0	0.82	21
CN(C)c1ccc(NC(=O)Oc2ccccc2)cc1	0.0	1	8	-2	1.5	2	5	x	1
Cc1cnc2c(C(=O)O)cnn2c1	-0.1	8	0	-6	0.8	2	-5	0.29	20
O=C(CCCc1c[nH]c2ccccc12)N1CCCCCC1	0.0	1	11	4	-4.1	0	-2	-0.74	2
CN(CCOc1ccccc1)C(=O)c1cc([N+](=O)[O-])cc([N+](=O)[O-])c1	0.2	-9	0	-5	1.1	8	-3	-0.19	23
CCOC(=O)CC1C(=O)NCCN1S(=O)(=O)c1ccc(Cl)c(Cl)c1 (stereo not drawn)	0.2	-2	15	-5	-4.1	-5	3	-0.84	0
CCc1nc(NCc2cccnc2)c2oc3ccccc3c2n1	0.1	-20	-5	5	-3.7	-2	4	0.065	-2
COc1cc(OC)c(NC(=O)Cn2cccc2)cc1Cl	1.0	-7	-15	-3	1.2	-1	7	x	6
Cc1cc(C)c(NC(=S)N(C)C)c(C)c1	0.6	-5	2	-3	4.8	1	-1	1.2	-11
CCCC/C(O)=N\S(=O)(=O)c1ccc(N=NN(C)C)cc1	0.0	32	34	70*	-1.5	9	10	-0.0084	13
O=C1c2cccnc2C(=O)N1CNc1ccc(Cl)cc1	-0.2	-4	7	-1	-2.6	-5	-2	-0.21	-2
CC(Sc1nnc2ccccn12)C(=O)NCc1ccc2c(c1)OCO2 (stereo not drawn)	1.9	-9	10	8	0.8	-9	2	0.51	23
Cc1c(/C=N/NC(=O)CNc2ccccc2)c2ccccn2c1C(=O)c1ccc(Cl)cc1	1.8	-13	11	-2	-0.1	-5	4	0.34	0
CCCNC(=O)Cn1cnc2sc(C(=O)N3CCN(CCC)CC3)c(C)c2c1=O	2.0	0	6	3	0.3	-7	-2	0.086	-1
O=C(COC(=O)C1CC1)Nc1ccc2c(c1)OCO2	-0.3	26	27	3	0.3	-4	10	-0.7	20

These rows are one share of the data, so the mix of outcomes need not match the whole.
